Arrestin-AP2 inh: blocks beta-arrestin peptide binding to AP2 adaptin; FITC-arrestin peptide / GST-AP2 beads, flow cytometry; AP2 beta2 appendage carries R879A mutation; hit rate 0.31% among 340,000; inhibition, % at 10 µM;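 active = inhibition above a set limit, near 3 SD of compounds lacking own fluorescence, cut at about 54% in these data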;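 note: plate controls were DMSO wells for no effect and 5 µM unlabelled arrestin peptide for full effect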
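test system = AP2 appendage R879A on GSH beads | buffer or medium = PBS plus Tween 20 (0.05%) and BSA (0.1%) | incubation = 12 min plus 1 h, RT | detection = bead flow cytometry, FITC channel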
Keap1-Nrf2 PPI: inhibitors of human Keap1-Nrf2 protein-protein interaction | Q14145 | Keap1 Kelch-Nrf2 peptide fluorescence polarization, 1536-well | inhibition, % at 9.4 µM | hit rate 0.15% among 340,000; in the data active = inhibition above about 12%;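 note: human Keap1 Kelch domain with fluorescein labeled Nrf2 9mer peptide probe; 0% = neutral control wells and 100% = peptide positive control; higher means more block of Keap1 binding to Nrf2 peptide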
C-LANA FP: inhibitors of KSHV LANA C-terminal domain DNA binding | MBP-C-LANA/FAM-LBS DNA binding, fluorescence polarization | inhibition, % at 9 µM | hit rate 0.078% among 340,000 | AID 504423;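 active = highest replicate inhibition at or above 60% at 9 µM, even if other replicates fall short; inactive = all replicates below 60% inhibition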;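 note: 0% = neutral control wells and 100% = 4 µM acridine orange control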
SR-BI DiI-HDL act: enhances SR-BI lipid uptake from DiI-HDL; CHO ldlA[mSR-BI] cells, DiI-HDL uptake fluorescence, 3 h; 100 = double the neutral-control signal; activation, % at 12.5 µM; hit rate 0.096% among 320,000; AID 504775;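 active = mean replicate activation of at least 60% and every replicate at or above 60%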;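 note: 0% = median plate neutral-control signal and 100% = twice that signal; values of inactives mirror those of a sister screen read the other way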
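System: CHO ldlA[mSR-BI] cells / Medium: HEPES-buffered (25 mM, pH 7.4) F12 plus 0.5% BSA / Probe or stimulus: labelled HDL, 10 µg/mL / Doses: single compound concentration, delivered by pin transfer / Schedule: 3 h, 37 °C / Measured by: DiI fluorescence, bottom read / Measure: cell-associated DiI fluorescence as measure of HDL uptake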
DAGLB inh: blocks human DAGLB lipase activity. HEK293T DAGLB membrane lysate, EnzChek fluorogenic substrate. inhibition, % at 5.17 µM. hit rate 0.059% among 340,000; in the data active = inhibition above about 34%;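 note: 0% = enzyme with vehicle and 100% = wells lacking enzyme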
Cardiac RTF inh: cardiac RTF calcium desensitization; IANBD-labeled cardiac RTF, Ca2+ fluorescence; inhibition, % at 7.15 µM; hit rate 0.12% among 340,000; AID 493244;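 active = inhibition above the mean inhibition of all tested compounds plus 3 SD, cut at about 17% in these data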;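 note: assay run at fixed EC70 calcium of 1.6 mM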
PvdQ inh: P. aeruginosa PvdQ acylase inhibition | hit rate 0.063% among 340,000 | inhibition, % at 10 µM | purified PvdQ acylase, fluorescence plate reader; in the data active = inhibition above about 30%, passing the limit was not always enough;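 note: 0% = vehicle neutral wells and 100% = reference inhibitor wells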
NSD2 HMT inh: NSD2 (human) methyltransferase inhibition; O96028; NSD2 peptide methylation, AlphaScreen, 120 min; inhibition, % at 12.5 µM; hit rate 0.54% among 310,000; in the data active = inhibition above about 50%
PKA-R2B act: activates the human PKA-R2B holoenzyme complex. hit rate 0.079% among 340,000. activation, % at 11.4 µM. P22694+P31323. PKA-R2B holoenzyme dissociation, Cy5-IP20 fluorescence polarization; R2B truncated from residue 108, S112A mutant; 0% DMSO only, 100% 113 µM cGMP;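 active = activation above a cutoff set at the mean over all compounds plus 3 SD, cut at about 18% in these data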;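 note: higher means more holoenzyme dissociation and a rise in polarization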
Target sequence (P31323 whole entry, looked up, other chains not shown, the tested form may be a part): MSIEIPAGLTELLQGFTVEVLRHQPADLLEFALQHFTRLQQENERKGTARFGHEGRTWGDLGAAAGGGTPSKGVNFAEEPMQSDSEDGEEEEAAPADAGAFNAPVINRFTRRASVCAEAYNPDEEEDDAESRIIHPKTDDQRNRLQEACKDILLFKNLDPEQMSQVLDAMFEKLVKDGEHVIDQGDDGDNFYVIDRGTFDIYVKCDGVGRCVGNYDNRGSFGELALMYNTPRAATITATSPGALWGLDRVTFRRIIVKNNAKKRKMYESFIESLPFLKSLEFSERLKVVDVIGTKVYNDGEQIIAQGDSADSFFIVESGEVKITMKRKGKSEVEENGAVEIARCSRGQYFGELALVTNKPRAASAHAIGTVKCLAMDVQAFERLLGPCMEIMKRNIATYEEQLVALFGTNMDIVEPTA
SR-BI DiI inh: inhibitors of mouse SR-BI mediated HDL lipid uptake; hit rate 0.96% among 320,000; Q61009; inhibition, % at 12.5 µM; AID 488896; ldlA[mSR-BI] CHO cells, DiI-HDL uptake fluorescence, 3 h;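 active = mean replicate inhibition of at least 70% and a set share of replicates each scoring 70 or more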;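 note: 0% = median of neutral control wells and 100% = median of positive control wells; values of inactives mirror those of a sister screen read the other way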
Target sequence (Q61009 whole entry, looked up): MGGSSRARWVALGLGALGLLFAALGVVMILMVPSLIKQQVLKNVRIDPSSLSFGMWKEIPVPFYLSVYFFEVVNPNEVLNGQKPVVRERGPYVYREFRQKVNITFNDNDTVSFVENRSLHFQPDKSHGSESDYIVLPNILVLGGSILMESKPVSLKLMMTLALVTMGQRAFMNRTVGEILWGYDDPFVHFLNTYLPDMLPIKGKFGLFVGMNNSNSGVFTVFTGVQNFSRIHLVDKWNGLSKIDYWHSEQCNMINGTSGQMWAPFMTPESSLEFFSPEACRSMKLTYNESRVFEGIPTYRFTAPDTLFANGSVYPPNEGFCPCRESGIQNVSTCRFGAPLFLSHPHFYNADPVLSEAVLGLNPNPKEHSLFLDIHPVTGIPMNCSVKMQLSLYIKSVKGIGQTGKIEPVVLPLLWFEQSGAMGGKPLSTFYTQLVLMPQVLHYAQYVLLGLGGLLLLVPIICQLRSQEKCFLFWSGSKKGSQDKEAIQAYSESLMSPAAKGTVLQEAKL
* = called active by the depositor; x = not tested or not shown; & = joins results of further samples.

no. | SMILES | Arrestin-AP2 inh | Keap1-Nrf2 PPI | C-LANA FP | SR-BI DiI-HDL act | DAGLB inh | Cardiac RTF inh | PvdQ inh | NSD2 HMT inh | PKA-R2B act | SR-BI DiI inh
1 | CCOC(=O)C(=Cc1ccc(OCc2ccc([N+](=O)[O-])cc2)c(OC)c1)C(=O)OCC | 81* | -1 | 0.4 | -51 | 6 | -1 | -11 | -3 | -3 | 51
2 | COc1ccc(N2CCN(CC(=O)Nc3ccc(C)cc3)CC2)cc1 | 7 | -4 | 0.3 | -14 | -4 | 1 | 10 | 4 | 14 | 14
3 | CCOC(=O)N1CCC(NC(=O)c2cc(C)c3c(C)nn(-c4ccccc4)c3n2)CC1 | -2 | -2 | 1.0 | -40 | -3 | 5 | -16 | -1 | 1 | 40
4 | Cc1ccc(C(=O)CSc2nnc(COc3cccc4cccnc34)o2)cc1 | 7 | -2 | 0.7 | 16 | -1 | 4 | 15 | 0 | -1 | -16
5 | O=C(COn1nnc2ccc(Cl)cc21)NC1CCS(=O)(=O)C1 (centres undefined) | 11 | 2 | -0.3 | 5 | 0 | -21 | 8 | 0 | -8 | -5
6 | COCCn1c(SCC(=O)NC2CCCC2)nc2c(c1=O)SCC2 | 0 | 2 | 1.4 | x | -2 | 1 | 0 | -1 | -12 | -11
7 | O=C(N/N=C/c1ccccc1Cl)C1CC1 | 9 | -6 | -0.8 | -8 | 0 | -1 | 0 | -2 | -2 | 8
8 | CN(C)c1ccc(C(CNS(=O)(=O)c2ccc([N+](=O)[O-])cc2)N2CCOCC2)cc1 (centres undefined) | -9 | 5 | -1.2 | -2 | 4 | -15 | -9 | 2 | -14 | 2
9 | O=C(/C=C/c1ccc(S(=O)(=O)N2CCOCC2)cc1)NCc1ccccc1Cl | -9 | -4 | 1.4 | -29 | -3 | -6 | -11 | -2 | 5 | 29
10 | CCOc1ccc(N(CC(=O)NCCc2ccc(OC)cc2)S(C)(=O)=O)cc1 | -3 | 0 | 1.8 | x | -2 | 5 | -12 | -3 | -1 | x
11 | N#Cc1cc(Br)ccc1N=C1CCCN1c1ccccc1 | -6 | -2 | -0.9 | -13 | -3 | 4 | -15 | -5 | -4 | 13
12 | O=C(CN1CC(=O)Oc2ccccc21)NCc1ccco1 | -4 | 0 | 0.9 | 2 | -1 | 1 | -14 | x | -7 | -2
13 | CC(/C=C/c1ccc2c(c1)OCO2)=N\NC(=O)C(O)c1ccccc1 (centres undefined) | 14 | -3 | 2.7 | 5 | -2 | 8 | -4 | 1 | -1 | -5
14 | Cn1c(SCc2nc(-c3ccc(Cl)cc3)no2)nnc1-c1ccco1 | -5 | -3 | -1.1 | 6 | 0 | -8 | -11 | x | -1 | -6
15 | Cc1cc(C)c(C)c(S(=O)(=O)N2CCN(C)CC2)c1C | 12 | -3 | 0.2 | 33 | -2 | -1 | -13 | 6 | -6 | -33
16 | Cc1ccc(S(=O)(=O)Nc2ccc(Cl)cn2)cc1C | 10 | 1 | 4.7 | 14 | 2 | 4 | -3 | 0 | -1 | -14

Marked active in Arrestin-AP2 inh, of those listed so far:
# | mol | Arrestin-AP2 inh | Keap1-Nrf2 PPI | C-LANA FP | SR-BI DiI-HDL act | DAGLB inh | PvdQ inh | NSD2 HMT inh | PKA-R2B act | SR-BI DiI inh
1 | CCOC(=O)C(=Cc1ccc(OCc2ccc([N+](=O)[O-])cc2)c(OC)c1)C(=O)OCC | 81* | -1 | 0.4 | -51 | 6 | -11 | -3 | -3 | 51

(more compounds)
no. | SMILES | Arrestin-AP2 inh | Keap1-Nrf2 PPI | C-LANA FP | SR-BI DiI-HDL act | DAGLB inh | Cardiac RTF inh | PvdQ inh | NSD2 HMT inh | PKA-R2B act | SR-BI DiI inh
17 | CC1CN(C(=S)SCC(=O)c2ccccc2)CC(C)O1 (centres undefined) | -1 | -3 | -0.1 | -12 | -6 | 8 | -4 | 0 | -13 | 12
18 | Fc1ccc(C2c3[nH]c4ccccc4c3CCN2CCCn2cccn2)cc1 (centres undefined) | 16 | 1 | -2.0 | x | -1 | -5 | -1 | 3 | 6 | x
19 | CCN(CC)C(=S)SC1=CCS(=O)(=O)C1 | 6 | -2 | 1.9 | 19 | x | x | -8 | 2 | x | -19
20 | CN(C)CCCN(C(=O)c1ccc(S(=O)(=O)N2CCc3ccccc32)cc1)c1nc2ccc(Cl)cc2s1 | 0 | 1 | 0.0 | 8 | 2 | 0 | -7 | x | 7 | -8
21 | C/C(=N\NC(=O)c1cc2c(s1)CCC(C)C2)c1cccnc1 (centres undefined) | x | 4 | 1.5 | -27 | -8 | -1 | -1 | -2 | 5 | 27
22 | CC(C)c1onc(C(=O)N2CCOCC2)c1[N+](=O)[O-] | -5 | 2 | 0.4 | 18 | 0 | 5 | -7 | 0 | -4 | -18
23 | O=[N+]([O-])c1ccc(C2=CSC3=NCCN23)cc1 | 2 | 1 | 0.3 | 12 | -2 | 0 | -54 | 5 | -2 | -12
24 | CC(C)(C)OC(=O)C[C@H]1C/C=C\C[C@@H](CC(=O)N(CCO)Cc2ccccc2)C(=O)N[C@@H](Cc2ccccc2)COC1=O | -1 | 1 | 1.2 | -3 | 1 | -1 | -9 | x | -3 | 3

3 entries from above, in transposed form.
21) C/C(=N\NC(=O)c1cc2c(s1)CCC(C)C2)c1cccnc1 (centres undefined)
22) CC(C)c1onc(C(=O)N2CCOCC2)c1[N+](=O)[O-]
23) O=[N+]([O-])c1ccc(C2=CSC3=NCCN23)cc1

assay / compound	21	22	23
Arrestin-AP2 inh	x	-5	2
Keap1-Nrf2 PPI	4	2	1
C-LANA FP	1.5	0.4	0.3
SR-BI DiI-HDL act	-27	18	12
DAGLB inh	-8	0	-2
Cardiac RTF inh	-1	5	0
PvdQ inh	-1	-7	-54
NSD2 HMT inh	-2	0	5
PKA-R2B act	5	-4	-2
SR-BI DiI inh	27	-18	-12

(more compounds)
no. | SMILES | Arrestin-AP2 inh | Keap1-Nrf2 PPI | C-LANA FP | SR-BI DiI-HDL act | DAGLB inh | Cardiac RTF inh | PvdQ inh | NSD2 HMT inh | PKA-R2B act | SR-BI DiI inh
25 | C=CCNC(=O)c1onc(CSc2ccccc2)c1C(=O)NCC=C | 16 | 0 | -5.5 | 6 | -4 | -14 | -14 | x | 4 | -6
26 | O=C(Nc1ccccc1C(=O)Nc1ccncc1)c1ccc([N+](=O)[O-])cc1 | 20 | -5 | -0.7 | -14 | -2 | -21 | 8 | 18 | 5 | 14
27 | CCOc1nc(-c2ccc(OC)cc2)ccc1-c1noc(-c2ccncc2)n1 | 0 | 2 | -0.1 | 16 | -3 | -6 | -2 | -2 | -5 | -16
28 | Cc1ccc(-n2nc3c(=O)n(CCCC(=O)NCc4ccco4)nc(C)c3c2C)cc1 | 7 | -1 | -0.3 | -49 | 2 | 6 | -2 | -4 | -2 | 49
29 | Cc1cc(C(=O)N2CC(C)CC(C)C2)c(C)o1 (centres undefined) | -8 | 4 | 2.0 | 3 | -1 | -6 | -7 | 0 | 10 | -3
30 | CCCCC1CCC(C(=O)Nc2ccc(N3CCOCC3)cc2N2CCOCC2)CC1 (centres undefined) | -6 | 5 | 0.7 | -4 | 1 | -7 | -13 | 8 | -2 | 4
31 | OCCCNc1ncnc2c1cnn2-c1ccc(Cl)cc1 | -2 | 1 | 1.2 | -1 | 0 | -6 | 14 | -1 | -1 | 1
32 | c1ccc(-c2nc3ccccc3s2)nc1 | -8&32 | 1&-1 | 2.7&-1.8 | 16&21 | -2&-5 | 14&-6 | 1&13 | -1&-5 | 8&-2 | -16&-21
33 | CCCN1CCC(=O)N([C@H](CSc2ccccc2)Cc2ccccc2)CC1 | 11 | 0 | 0.3 | 29 | 0 | -22 | -10 | x | 1 | -29
34 | COc1cc(C(=O)N2CCCCC2)ccc1OCC(=O)Nc1ccc(F)cc1 | 7 | -1 | 1.5 | 2 | 1 | -5 | -8 | 0 | -1 | -2
35 | C/C(CC(=O)Nc1cccc2c1CCCC2)=N\NC(=O)c1cccc2ccccc12 | -16 | 3 | 0.8 | -23 | 1 | 4 | -1 | -1 | -1 | 23
36 | CCCOn1c(OCC(C)C)nc2ccccc2c1=O | 2 | 1 | 0.4 | -3 | -12 | 1 | -7 | -5 | 0 | 3
37 | O=C(Nc1ccc(F)cc1F)c1cc(-c2ccco2)on1 | 0 | 0 | 2.1 | -4 | -7 | -1 | 8 | 3 | 9 | 4
38 | O=C(O)[C@@H]1CCCN1S(=O)(=O)c1cccc(S(=O)(=O)N2CCC[C@H]2C(=O)O)c1 | -5 | 2 | 3.0 | 23 | 0 | -4 | 0 | x | -3 | -23
39 | CCN(CC)c1ccc(N2C(=O)/C(=C/c3ccccn3)SC2=S)cc1 | -8 | -5 | -0.9 | -5 | 3 | -11 | 3 | -1 | -3 | 5
40 | CC(SC1=NCCN1S(=O)(=O)c1ccccc1)c1ccccc1 (centres undefined) | 6 | -2 | -0.3 | -2 | -5 | -5 | -13 | -1 | -12 | 2
41 | CC1(C)CC(=O)c2cc(OCC(=O)NCC3CCCO3)ccc2O1 (centres undefined) | 1 | -5 | 2.2 | 12 | -1 | 0 | -14 | 2 | -2 | -12
42 | O=C1CS(=O)(=O)N(Cc2ccccc2F)c2ccc(Br)cc21 | 35 | -1 | 0.9 | 3 | 29 | -10 | -12 | x | 1 | -3
43 | CCc1nnc(NS(=O)(=O)c2ccc(NC(=O)c3ccc(Cl)cc3)cc2)s1 | -6 | -5 | -2.1 | x | 3 | -5 | -14 | 0 | -4 | x
44 | O=C(NC1CCN(Cc2ccccc2)CC1)C1CCN(c2nnc(-n3cccc3)s2)CC1 | 11 | 2 | -1.3 | -9 | -3 | -4 | 14 | x | 1 | 9
45 | CCOC(=O)NC(=O)CSc1nnnn1-c1ccc(Cl)cc1 | 6 | 3 | -0.8 | 23 | -4 | 9 | -3 | -2 | -11 | -23
46 | CCc1ccc(NC(=S)N2CCCC(C(F)(F)F)C2)cc1 (centres undefined) | 10 | 1 | -0.1 | -10 | -3 | -7 | 6 | -4 | -4 | 10
47 | CCn1c(OC)nc2c1c(=O)n(C)c(=O)n2C | -5 | -5 | -0.3 | 12 | 1 | -11 | -15 | 1 | 1 | -12
48 | COc1ccc(-n2c(C)c(C)c3c(NCCN(C)C)ncnc32)cc1 | -5 | -3 | 4.6 | -2 | -4 | -2 | 10 | 6 | 5 | 2
49 | COc1cccc(NC(=O)C(=O)N/N=C(\C)CC(=O)Nc2ccc(NC(C)=O)cc2)c1 | 4 | -1 | 0.4 | 10 | -2 | 6 | -12 | -1 | -12 | -10
50 | O=C(COC(=O)c1cccc(O)c1)Nc1ccc(OC(F)F)cc1 | 17 | 0 | 3.0 | 15 | -3 | -4 | 2 | -5 | -11 | -15

High-throughput results as filed in PubChem.
